FUS suppressor = rescues growth of FUS-expressing yeast; S. cerevisiae FUS-expressing, growth rescue, OD600, 24 h; Potency, µM (series often up to 76.6 µM), for the others: at the highest dose growth rescue (activation), usual class: activators; 390,000 tested, 0.24% active; AID 1347120;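 note: potency is the fitted concentration of half-maximal effect; plate controls were DMSO vehicle for no effect and reference control for full effect; nearly all actives have a fitted effect of over 55% in size; some results filed as inactive show a strong effect at the top dose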
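Quantitative HTS measuring growth restoration of FUS-toxic yeast. Galactose-induced cells (OD 0.005) were exposed 24hr at 30C to compounds at several concentrations, then absorbance at 600 nm was recorded.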
aSyn rescue = alpha-synuclein toxicity inhibition in yeast | Potency, µM (highest dose often 46.1 µM), without a hit: at the highest dose growth rescue (activation), usual class: activators | Yeast expressing alpha-synuclein, growth rescue, BacTiter-Glo, 24 h | AID 652106 | 370,000 tested, 0.14% active; note: potency is the fitted concentration of half-maximal effect; % of control where 0% means no effect; nearly all actives have a fitted effect of over 65% in size
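Galactose-induced alpha-syn yeast (OD600=0.02, raffinose-pregrown) + pinned cpd, 24 hr, 30 deg C; growth by BacTiter-Glo luminescence. Growth restoration scores as activation.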
Abeta yeast res = A-beta toxicity reversal in yeast | yeast expressing A-beta42, growth rescue, OD600, 48 h; response scale: 0% DMSO, 100% iron-clioquinol control | Potency, µM (series often up to 46.1 µM), for the others: at the top dose growth rescue, actives largely listed as activators | 410,000 tested, 0.063% active | AID 1347071; note: potency is the fitted concentration of half-maximal effect; nearly all actives have a fitted effect of over 55% in size
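Yeast growth medium received pinned compounds, then yeast cells expressing toxic A-beta were added; plates incubated at 30 C for 48 hr. Growth read as absorbance at 600 nm, normalized to DMSO and equimolar FeCl3 plus clioquinol controls.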
IL-2 act = activates IL-2 in a cell-based reporter assay | activation, % (series mostly up to about 46 µM) | 360,000 tested, 0.065% active | AID 652025 | IL-2 activation reporter assay, cell-based qHTS; stimulated with anti-CD3/CD4/CD28 beads; in transgenic mouse T cells; in the data active = activation above about 50%; inconclusive = mostly about 30% to 49%; note: 0% is about no effect
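Quantitative HTS in unstimulated transgenic mouse T cells, with memory T cells as non-tolerant control and PMA/ionomycin as tolerance-bypass control. Compound pretreatment lasted 60 minutes before 18 h bead stimulation; EGFP/DsRed fluorescence read.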
WRN inhibitor = inhibitors of human WRN helicase; 360,000 tested, 0.46% active; Q14191; AID 651768; WRN helicase unwinding, fluorescent forked duplex, kinetic; Potency, µM (doses to about 114 µM), without a hit: at the top dose activity change, negative = inhibition, usual class: inhibitors; note: potency is the fitted concentration of half-maximal effect; % is set by controls: 0 for no effect and ±100 for the full control effect; nearly all actives have a fitted effect of over 55% in size
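WRN at 20 nM final preincubated with compound 15 min at room temperature; reaction started with 100 nM fluorophore/quencher forked duplex oligonucleotide and 2 mM ATP final. Unwinding followed kinetically by red fluorescence (ex 525, em 598 nm).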
PLK1 PBD block = inhibitors of human PLK1 polo-box domain binding; Plk1 PBD binding of FITC phosphopeptide, fluorescence polarization; Potency, µM, for the others: max response, negative = inhibition, actives largely listed as inhibitors; P53350; AID 720504; 360,000 tested, 2.8% active; note: potency is the fitted concentration of half-maximal effect; series mostly up to about 57 µM; % is set by controls: 0 for no effect and ±100 for the full control effect; nearly all actives have a fitted effect of over 65% in size
PI5P4K alpha inh = PI5P4K alpha (human) kinase inhibition. PI5P4Kalpha enzyme, ADP-Glo luminescence, 60 min; stronger effect = lower value. max response, %. 330,000 tested, 1.2% active; active = max response of -50% or lower; inconclusive = between -30% and -50%; inactive = -30% or higher; note: value at the top dose of about 77 µM; % is set by controls: 0 for no effect and ±100 for the full control effect
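Luminescence from ADP-Glo served as readout of PI5P4Kalpha activity in a qHTS format. Reaction: enzyme, substrate, compound, ATP at 5 microM final, 60 min at RT.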
EPAC1 antag = antagonists of human EPAC1. EPAC1 GEF assay, Rap1b-BODIPY-GDP exchange fluorescence. O95398. 360,000 tested, 0.14% active. Potency, µM (titrated, usually from 115 µM), for inactives: at the highest dose activity change, negative = inhibition, actives largely listed as inhibitors. AID 720709;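 note: potency is the fitted concentration of half-maximal effect; plate controls were vehicle for no effect and positive control for full effect; nearly all actives have a fitted effect of over 50% in size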
Target sequence (O95398 whole entry, looked up): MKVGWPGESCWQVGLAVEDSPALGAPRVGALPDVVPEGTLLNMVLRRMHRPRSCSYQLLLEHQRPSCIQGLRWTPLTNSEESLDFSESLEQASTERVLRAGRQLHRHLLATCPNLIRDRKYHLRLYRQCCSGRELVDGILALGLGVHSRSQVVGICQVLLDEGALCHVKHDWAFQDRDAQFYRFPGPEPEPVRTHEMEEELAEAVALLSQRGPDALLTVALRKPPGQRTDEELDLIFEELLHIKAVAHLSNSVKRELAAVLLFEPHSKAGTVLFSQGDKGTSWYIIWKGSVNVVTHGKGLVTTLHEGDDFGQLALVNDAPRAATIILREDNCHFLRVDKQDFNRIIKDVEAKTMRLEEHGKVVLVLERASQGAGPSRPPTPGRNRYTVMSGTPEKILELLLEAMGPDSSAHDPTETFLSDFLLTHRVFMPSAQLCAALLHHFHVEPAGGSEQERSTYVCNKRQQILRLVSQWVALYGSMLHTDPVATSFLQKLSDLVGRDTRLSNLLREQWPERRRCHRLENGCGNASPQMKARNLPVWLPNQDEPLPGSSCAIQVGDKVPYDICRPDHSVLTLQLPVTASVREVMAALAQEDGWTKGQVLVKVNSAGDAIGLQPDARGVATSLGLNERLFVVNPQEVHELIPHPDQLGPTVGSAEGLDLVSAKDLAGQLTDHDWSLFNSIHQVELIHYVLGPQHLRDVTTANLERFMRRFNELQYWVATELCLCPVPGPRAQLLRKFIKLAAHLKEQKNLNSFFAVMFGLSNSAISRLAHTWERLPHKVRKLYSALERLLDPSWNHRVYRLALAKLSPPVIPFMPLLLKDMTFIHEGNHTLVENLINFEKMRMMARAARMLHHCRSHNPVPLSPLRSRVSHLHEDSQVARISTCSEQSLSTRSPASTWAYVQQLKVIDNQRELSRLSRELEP
EPAC1 agonist = EPAC1 (human) agonism. Potency, µM (doses to about 154 µM), inactives show top-dose activation, usual class: activators. O95398. EPAC1 agonist qHTS, biochemical assay; response scale: 100% = response to 6.5 mM cAMP. 360,000 tested, 0.073% active; note: potency is the fitted concentration of half-maximal effect; nearly all actives have a fitted effect of over 60% in size
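EPAC1 100 nM, Rap1B–BODIPY-GDP 250 nM, unlabeled GDP 50 uM; compound titration; 5 min RT; kinetic read ex480/em540 at 5-min intervals ×30 min; data normalized to 6.5 mM cAMP agonist control.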
* marks the source's active call; other numbers are inactive results; [ ] = remark or other dose. Unless noted, calls come from the whole dose curve; as a rule, active = well fitted curve in the direction sought with a large enough effect; inconclusive = small, poorly fitted or top-dose-only effect, or another doubt; inactive = no such curve, though single readings can be large; an effect the other way counts as inactive or inconclusive.

How did O=[N+]([O-])c1ccc(-n2nnnc2-c2ccccc2)cc1 do in these assays?
FUS suppressor: -17%; aSyn rescue: 3%; Abeta yeast res: -29%; IL-2 act: -0.3; WRN inhibitor: 5%; PLK1 PBD block: 11µM*; PI5P4K alpha inh: -25; EPAC1 antag: 2%; EPAC1 agonist: -5%

Results for CO/N=C/C(C#N)c1ncc(C(F)(F)F)cc1Cl (stereo not drawn) ?
FUS suppressor: 6%; aSyn rescue: -34%[inhibitor]; Abeta yeast res: -17%; IL-2 act: -1.2; WRN inhibitor: -9%; PLK1 PBD block: -6%; EPAC1 antag: -3%; EPAC1 agonist: 1%

Results for CCOc1ccc(NC(=S)N(CCc2ccncc2)C(C)C)cc1 ?
FUS suppressor: 4%; aSyn rescue: -1%; Abeta yeast res: 11%; IL-2 act: -0.1; WRN inhibitor: 1%; PLK1 PBD block: -2%; PI5P4K alpha inh: 3; EPAC1 antag: 9%; EPAC1 agonist: -8%

How did Cc1ccccc1-n1cc(C(=O)c2cc(Cl)ccc2O)cc(C#N)c1=O do in these assays?
aSyn rescue: 2%; Abeta yeast res: 10%; IL-2 act: 1.4; WRN inhibitor: -1%; PLK1 PBD block: -3%; PI5P4K alpha inh: -12; EPAC1 antag: 1%; EPAC1 agonist: 4%

What do the screens show for `Cc1cccc(CN2C3=NCCCN3c3ccccc32)c1`?
FUS suppressor: -15%; aSyn rescue: -14%; Abeta yeast res: -8%; IL-2 act: -2.4; WRN inhibitor: -6%; PLK1 PBD block: -9%; PI5P4K alpha inh: -1; EPAC1 antag: -3%; EPAC1 agonist: 13%

What do the screens show for `Cc1ccc2c(c1)c(Sc1ccccc1)c(CC(=O)O)n2C`?
FUS suppressor: 13%; aSyn rescue: 13%; Abeta yeast res: -29%; IL-2 act: 0.3; WRN inhibitor: 10%; PLK1 PBD block: -22%; PI5P4K alpha inh: 11; EPAC1 antag: -9%; EPAC1 agonist: -3%

How did Cc1ccc(C)c(OCc2cc(C(=O)N3CC[C@H](O)C3)no2)c1 do in these assays?
FUS suppressor: 19%; aSyn rescue: -6%; Abeta yeast res: -8%; IL-2 act: -3.3; WRN inhibitor: -1%; PLK1 PBD block: -10%; PI5P4K alpha inh: -3; EPAC1 antag: 16%; EPAC1 agonist: 17%

Results for CC(C)=CCC/C(C)=C/CNC(=O)C[C@H]1C[C@H](C(=O)N(C(C)C)C(C)C)[C@@]2(C)c3[nH]c4ccc(Cl)cc4c3CCN2C1=O ?
FUS suppressor: -18%; aSyn rescue: -1%; Abeta yeast res: -4%; IL-2 act: -0.2; WRN inhibitor: 7%; PLK1 PBD block: 1%; PI5P4K alpha inh: 5; EPAC1 antag: 4%; EPAC1 agonist: -27%

How did CC(C)COc1nc2ccccc2c(=O)n1OCC(=O)O do in these assays?
aSyn rescue: 5%; Abeta yeast res: 5%; IL-2 act: 1.8; WRN inhibitor: -4%; PLK1 PBD block: -10%; PI5P4K alpha inh: 1; EPAC1 antag: 7%; EPAC1 agonist: -1%

What do the screens show for `Nc1nc(N)c2sc3nc4c(cc3c2n1)CCC4`?
FUS suppressor: -3%; aSyn rescue: -1%; Abeta yeast res: 2%; IL-2 act: 0.2; WRN inhibitor: -29%; PLK1 PBD block: -11%; PI5P4K alpha inh: inconclusive; EPAC1 antag: -23%; EPAC1 agonist: -11%

Results for CCOc1ccc(C(=O)NC(Cc2ccccc2)C(=O)OC)cc1 (stereo not drawn) ?
FUS suppressor: 6%; aSyn rescue: 13%; Abeta yeast res: 24%; IL-2 act: -0.7; WRN inhibitor: -22%; PLK1 PBD block: 1%; PI5P4K alpha inh: 3; EPAC1 antag: 5%; EPAC1 agonist: 4%

What do the screens show for `Cc1ccsc1/C=N/Nc1cccc(C(=O)O)c1`?
FUS suppressor: 3%; aSyn rescue: -34%[inhibitor]; Abeta yeast res: 30%; IL-2 act: 0.4; WRN inhibitor: -8%; PLK1 PBD block: -9%; PI5P4K alpha inh: -1; EPAC1 antag: 0%; EPAC1 agonist: -1%

How did Cc1ccc(NC(=O)Cn2cc(C=O)c3ccccc32)cc1 do in these assays?
FUS suppressor: -1%; aSyn rescue: -9%; Abeta yeast res: -1%; IL-2 act: 0.9; WRN inhibitor: -2%; PLK1 PBD block: 0%; PI5P4K alpha inh: 4; EPAC1 antag: 12%; EPAC1 agonist: 14%

How did Cc1c(C(=O)Nc2ccccc2-c2ccccc2)cccc1[N+](=O)[O-] do in these assays?
FUS suppressor: 4%; aSyn rescue: 7%; Abeta yeast res: 9%; IL-2 act: -1.9; WRN inhibitor: -2%; PLK1 PBD block: 0%; EPAC1 antag: 11%; EPAC1 agonist: 6%

What do the screens show for `CCN1C(=O)[C@H]2[C@@H](c3ccc(-c4ccc(OC)cc4)c(OC)c3)N[C@@](Cc3ccccc3)(C(=O)OC)[C@H]2C1=O`?
FUS suppressor: inconclusive; aSyn rescue: 6%; Abeta yeast res: 12%; IL-2 act: -0.5; WRN inhibitor: -8%; PLK1 PBD block: 3%; PI5P4K alpha inh: 3; EPAC1 antag: -15%; EPAC1 agonist: -1%

Results for Cc1c(C(=O)NCCCn2ccnc2)oc2ccccc12 ?
FUS suppressor: -28%; aSyn rescue: -6%; Abeta yeast res: -20%; IL-2 act: -2.6; WRN inhibitor: 3%; PLK1 PBD block: 4%; PI5P4K alpha inh: 3; EPAC1 antag: 4%; EPAC1 agonist: -5%

How did O=C(NC(CCl)c1ccccc1)c1ccc(Cl)cc1 (stereo not drawn) do in these assays?
FUS suppressor: -7%; aSyn rescue: -6%; Abeta yeast res: -15%; IL-2 act: 0.0; WRN inhibitor: -1%; PLK1 PBD block: -4%; PI5P4K alpha inh: -1; EPAC1 antag: -27%; EPAC1 agonist: 17%

Results for COC(=O)C(C)Sc1nc2c(c(=O)n(C)c(=O)n2C)n1Cc1cccc(C)c1 (stereo not drawn) ?
FUS suppressor: 2%; aSyn rescue: 8%; Abeta yeast res: 4%; IL-2 act: 0.1; WRN inhibitor: 0%; PLK1 PBD block: inconclusive; PI5P4K alpha inh: 4; EPAC1 antag: 11%; EPAC1 agonist: -4%

How did CCC(C(=O)OC)n1c(-c2ccccc2)nc2ccccc2c1=O (stereo not drawn) do in these assays?
FUS suppressor: 1%; aSyn rescue: -21%; Abeta yeast res: -18%; IL-2 act: -0.7; WRN inhibitor: -5%; PLK1 PBD block: -9%; PI5P4K alpha inh: 26; EPAC1 antag: 0%; EPAC1 agonist: -1%

What do the screens show for `Cc1nc2c(=O)n(-c3ccc(F)cc3F)nc(C)c2s1`?
FUS suppressor: -1%; aSyn rescue: -1%; Abeta yeast res: -12%; IL-2 act: 0.7; WRN inhibitor: 5%; PLK1 PBD block: 0%; PI5P4K alpha inh: 3; EPAC1 antag: 1%; EPAC1 agonist: -6%

What do the screens show for `O=C(O)C1CC(=O)N(Cc2ccc(F)cc2)C1` (stereo not drawn)?
FUS suppressor: -15%; aSyn rescue: -1%; Abeta yeast res: 11%; IL-2 act: 0.5; WRN inhibitor: 9%; PLK1 PBD block: 27µM*; PI5P4K alpha inh: 5; EPAC1 antag: 6%; EPAC1 agonist: 2%

How did Cc1ccc(C(=O)N/C(=C\c2cccc([N+](=O)[O-])c2)C(=O)Nc2cccc(C(=O)O)c2)cc1 do in these assays?
FUS suppressor: 20%; aSyn rescue: 6%; Abeta yeast res: 6%; IL-2 act: -0.5; WRN inhibitor: -6%; PLK1 PBD block: -10%; PI5P4K alpha inh: -4; EPAC1 antag: -10%; EPAC1 agonist: -1%

What do the screens show for `CCOC(=O)C1(C(=O)OCC)NC(=O)CC1C` (stereo not drawn)?
FUS suppressor: 8%; aSyn rescue: 0%; Abeta yeast res: 7%; IL-2 act: -0.3; WRN inhibitor: 6%; PLK1 PBD block: 6%; PI5P4K alpha inh: 7; EPAC1 antag: -4%; EPAC1 agonist: 9%

What do the screens show for `O=C(O)CSc1ncnc2sc3c(c12)CCCC3`?
FUS suppressor: 9%; aSyn rescue: 0%; Abeta yeast res: 1%; IL-2 act: -2.7; WRN inhibitor: inconclusive; PLK1 PBD block: -15%; PI5P4K alpha inh: -58*; EPAC1 antag: 13%; EPAC1 agonist: 13%

What do the screens show for `COc1cc2[nH]c(=O)n(CCCCCC(=O)NC3CCCC3)c(=O)c2cc1OC`?
FUS suppressor: -2%; aSyn rescue: 1%; Abeta yeast res: 0%; IL-2 act: -1.4; WRN inhibitor: -6%; PLK1 PBD block: -4%; PI5P4K alpha inh: 5; EPAC1 antag: 17%; EPAC1 agonist: -5%

How did Cc1ccccc1Nc1cc2ccccc2c(=O)[nH]1 do in these assays?
FUS suppressor: -2%; aSyn rescue: 7%; Abeta yeast res: -46%[inhibitor]; IL-2 act: 0.2; WRN inhibitor: inconclusive; PLK1 PBD block: inconclusive; PI5P4K alpha inh: -10; EPAC1 antag: inconclusive; EPAC1 agonist: 11%

Results for COc1ccc(NCc2cc3ccccc3[nH]c2=O)cc1 ?
FUS suppressor: 25%; aSyn rescue: 3%; Abeta yeast res: -11%; IL-2 act: 2.7; WRN inhibitor: 3%; PLK1 PBD block: -10%; PI5P4K alpha inh: -8; EPAC1 antag: 6%; EPAC1 agonist: 6%

What do the screens show for `COCCn1c(CN2CCc3ccccc3C2)nc2c1c(=O)n(C)c(=O)n2C`?
FUS suppressor: 3%; aSyn rescue: -2%; Abeta yeast res: -9%; IL-2 act: -5.2; WRN inhibitor: -20%[57.1 µM]; PLK1 PBD block: -8%; PI5P4K alpha inh: -1; EPAC1 antag: -26%; EPAC1 agonist: 3%

Results for NNC(=O)c1sccc1OCc1ccc(F)cc1 ?
FUS suppressor: 13%; aSyn rescue: 1%; Abeta yeast res: -5%; IL-2 act: -0.2; WRN inhibitor: -3%; PLK1 PBD block: -5%; PI5P4K alpha inh: -2; EPAC1 antag: -7%; EPAC1 agonist: -6%

Bioassay records as filed in PubChem.
